tim23-1 inh: inhibits growth of tim23-1 mutant yeast | S. cerevisiae tim23-1 growth, BacTiter-Glo luminescence, 24 h | inhibition, % at 20 µM | 330,000 compounds, 1.3% hits | AID 463212;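 active = growth inhibition of the mutant yeast at or above 50%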;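 note: temperature-sensitive mutant grown at 25 °C; plate controls were DMSO-treated mutant yeast for no effect and medium wells lacking yeast for full effect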
NR3A LBD binder: modulates the human NR3A ligand-binding domain. NR3A LBD differential scanning fluorimetry, Tm shift; 0% = protein alone, 100% = glycine-bound protein. Tm shift relative to glycine control, % at 25 µM. 340,000 compounds, 2.5% hits;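 active = melting temperature shift of at least 10% of the positive control shift, at one fixed dose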
beta cell repl: inducers of beta-cell replication in MIN6 cells; 330,000 compounds, 0.29% hits; MIN6 cells proliferation, ATPlite luminescence, 48 h; cells starved in 0.2% serum; 100% = growth in 10% serum; proliferation, % at 10 µM; AID 2380;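 active = compounds whose signal lies at least 3.5 SD above the mean of all wells on their plate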;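 note: 0% = DMSO-treated cells in low-serum medium and 100% = 10% serum control; some compounds called inactive have numbers as strong as hits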
APJ antagonist: antagonists of human APJ apelin receptor. 330,000 compounds, 0.32% hits. inhibition, % at 20 µM. CHO-K1 APJ beta-arrestin complementation, luminescence;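 active = inhibition above about 40% at 20 µM, limit read from the data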;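 note: cells challenged with 10 nM apelin-13 agonist together with compound; plate controls were apelin-13 plus DMSO wells for no effect and DMSO wells lacking apelin-13 for full effect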
Target sequence (P35414 whole entry, looked up): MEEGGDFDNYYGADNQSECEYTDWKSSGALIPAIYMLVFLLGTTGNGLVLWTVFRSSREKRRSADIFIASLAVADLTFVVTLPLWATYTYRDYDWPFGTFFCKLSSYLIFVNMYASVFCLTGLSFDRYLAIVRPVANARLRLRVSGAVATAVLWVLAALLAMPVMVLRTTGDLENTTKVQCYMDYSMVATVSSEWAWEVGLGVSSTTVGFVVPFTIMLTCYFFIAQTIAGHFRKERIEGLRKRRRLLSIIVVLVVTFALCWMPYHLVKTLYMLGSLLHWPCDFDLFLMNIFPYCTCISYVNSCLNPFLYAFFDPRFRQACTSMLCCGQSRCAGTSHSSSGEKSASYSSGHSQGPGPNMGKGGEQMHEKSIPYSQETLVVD
APJ agonist: activates the human apelin receptor APJ; CHO-K1 APJ PathHunter beta-arrestin, luminescence; 0% DMSO wells, 100% apelin; activation, % at 20 µM; 330,000 compounds, 0.11% hits; AID 2520;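 active = activation more than six SD over the plate average, tested at 20 µM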;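 note: 0% = DMSO alone and 100% = apelin-13 at 10 nM; some results filed as inactive read as strong as hits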
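Material: CHO-K1 APJ beta-arrestin complementation cell line; Input: cell density 1000 per well; Incubation: compound stimulation 90 min at 25 °C, detection 60 min; Signal: luminescence from split beta-galactosidase complementation, Galacton Star/Emerald II substrate; Controls: DMSO-only wells as negative, 10 nM Apelin-13 as positive control.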
tim10-1 inh: inhibits growth of tim10-1 mutant yeast | S. cerevisiae tim10-1 ts strain growth, BacTiter-Glo, 24 h | inhibition, % at 20 µM | 330,000 compounds, 2.2% hits | AID 463190;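 active = inhibition of at least 40%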;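 note: mutant grown at 25 °C; 0% = DMSO wells with yeast and 100% = wells holding no yeast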
MPTP inh: permeability transition pore inhibition; isolated mouse mitochondria, Ca2+ swelling absorbance, 30 min; inhibition, % at 10 µM; 360,000 compounds, 1.4% hits;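 active = inhibition of 50% or more, scaled per plate between neutral and stimulator controls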;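 note: 0% = DMSO wells given calcium and 100% = 1 mM EGTA wells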
TIM10 inh: growth inhibitors of TIM10 yeast strain | S. cerevisiae TIM10 strain growth, BacTiter-Glo luminescence, 24 h | inhibition, % at 10 µM | 330,000 compounds, 1.4% hits | AID 463195;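 active = inhibition of 40% or more at the single tested concentration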;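 note: wild-type TIM10 isogenic control strain grown at permissive 25 °C; 0% = DMSO yeast wells and 100% = minimal medium wells without yeast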
NALP3 yeast inh: inhibitors of NALP3 inflammasome in yeast. 330,000 compounds, 0.39% hits. inhibition, % at 10 µM. Yeast reconstituted NLRP3/ASC/caspase-1, beta-gal luminescence, 24 h. AID 2825;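 active = inhibition of 50% or more; inactive = inhibition below 50%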;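 note: plate controls were induced DMSO wells for no effect and uninduced yeast grown without galactose for full effect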
* marks the source's active call; other numbers are inactive results.

SMILES	tim23-1 inh	NR3A LBD binder	beta cell repl	APJ antagonist	APJ agonist	tim10-1 inh	MPTP inh	TIM10 inh	NALP3 yeast inh
CCC(C)NC(=O)c1c(-c2cc(Cl)c(OC)c(Cl)c2)noc1C (stereo unspecified)	4	0	-3	6	-2	-14	-1.9	11	1
O=C(Nc1ccc2c(c1)CCC2)C1COc2ccccc2O1 (stereo unspecified)	42	-1	2	-2	-2	23	0.1	26	27
CCN(CC)Cc1c(C(=O)N/N=C/c2ccncc2)nnn1-c1nonc1N	-6	-4	-5	-18	-4	-6	0.4	-2	16
O=c1cnnc(Nc2ccc(F)cc2)[nH]1	1	-2	-1	11	-3	12	-1.0	9	10
O=[N+]([O-])c1ccc(F)cc1Oc1nc(-c2cccnc2)nc2ccccc12	8	0	-6	-15	-3	28	-2.9	25	0
O=C(c1ccc(S(=O)(=O)NCc2ccco2)cc1)N1CCN(c2ccccc2)CC1	19	-4	-3	1	-5	19	-0.7	4	17
O=C(Nc1ccn(Cc2ccccc2)n1)c1ccc(F)cc1	35	0	0	-8	-2	2	0.1	38	15
CC1CN(C(=O)COC(=O)c2cc(=O)c3ccccc3o2)CC(C)O1 (stereo unspecified)	15	0	0	14	-3	11	0.3	-11	6
Cc1ccc(C(C)NC(=O)C2CCCC2)cc1C (stereo unspecified)	-4	-1	-3	-10	0	1	-0.1	2	36
COc1ccccc1NC(=O)CSc1nnc(COc2ccccc2C)o1	9	7	-6	15	1	16	-2.5	-7	-2
O=C(CCCN=C1NS(=O)(=O)c2ccccc21)OCc1ccccc1	14	2	4	-6	-7	12	-2.4	-2	5
COc1cccc(NC(=O)c2cc(-c3cccnc3)nc3c(Cl)cccc23)c1	36	2	-2	-30	1	31	2.1	26	5
CC(C)C(NS(=O)(=O)c1ccccc1F)C(=O)OCC(=O)NCc1ccco1 (stereo unspecified)	6	1	0	17	0	-8	0.2	-8	15
COc1ccccc1NC(=O)Cn1nnc2sc3c(c2c1=O)CC(C)(C)OC3	8	0	-2	21	-2	-6	5.7	0	-3
Cc1cc(C(=O)CN2C(=O)C(=O)N(C)C2=O)c(C)n1-c1cccc(S(=O)(=O)N2CCOCC2)c1	25	-1	0	-19	-3	11	2.0	0	-1

Continued, overlapping the part above by 2 compounds.
SMILES	tim23-1 inh	NR3A LBD binder	beta cell repl	APJ antagonist	APJ agonist	tim10-1 inh	MPTP inh	TIM10 inh	NALP3 yeast inh
COc1ccccc1NC(=O)Cn1nnc2sc3c(c2c1=O)CC(C)(C)OC3	8	0	-2	21	-2	-6	5.7	0	-3
Cc1cc(C(=O)CN2C(=O)C(=O)N(C)C2=O)c(C)n1-c1cccc(S(=O)(=O)N2CCOCC2)c1	25	-1	0	-19	-3	11	2.0	0	-1
Cc1ccc2nc(SCC(=O)Nc3cccc(S(N)(=O)=O)c3)[nH]c2c1	-20	1	-2	-17	-1	-12	2.4	-23	-10
COc1ccc(CCNC(=O)CSc2nnnn2-c2ccc(OC)c(OC)c2)cc1OC	-5	0	1	-2	-2	1	-2.2	14	12
CCOc1ccc(CCN2C(=O)C3C4C=CC(C4)C3C2=O)cc1OCC (stereo unspecified)	13	1	-1	-19	-5	1	-2.9	-1	4
Cc1ccc(S(=O)(=O)N2CCCC2C(=O)O)s1 (stereo unspecified)	17	-6	-4	3	-3	-6	1.4	1	3
Cc1c(Br)c([N+](=O)[O-])nn1C(C)C(=O)NCc1ccco1 (stereo unspecified)	12	-2	0	-11	0	20	2.5	7	15
Cc1ccc(CNS(=O)(=O)c2ccc(F)c(F)c2)n1C	20	1	12	8	2	8	1.4	-7	22
COCCNC(=O)c1cccc(S(=O)(=O)N2CC3(C)CC2CC(C)(C)C3)c1 (stereo unspecified)	23	2	0	-26	-5	23	-0.2	1	10
O=C(NCc1ccccc1)C(c1ccccc1)N(C(=O)c1csnn1)c1ccc(F)cc1 (stereo unspecified)	20	-1	-1	16	-2	5	-1.4	10	23
CN(CC(O)COC(c1ccccc1)c1ccccc1)C1CCCCC1 (stereo unspecified)	-1	-1	-3	13	1	10	-0.4	-5	-9
CN(C(=O)COc1cc(=O)n(C)c2ccccc12)c1ccc(Br)cc1	33	-2	0	25	-1	25	-0.2	3	10
CC(C)(C)C1CCc2onc(C(=O)O)c2C1 (stereo unspecified)	4	-1	-3	11	-3	-1	0.5	1	5
CC(C)C(=O)Nc1cccc(NC(=O)c2cccc([N+](=O)[O-])c2)c1	15	1	-3	6	-1	6	0.5	-6	19
Cc1cc(=O)oc2cc(OCC(O)Cn3ccnc3)ccc12 (stereo unspecified)	15	-4	-5	-11	1	3	0.5	3	-4
COc1ccc(/C=C/C(=O)Nc2ccc(C34CC5CC(CC(O)(C5)C3)C4)cc2)cc1OC	14	3	-6	4	6	31	-0.1	26	20
CN1C(=O)C(O)(C2CCCCCC2=O)c2ccccc21 (stereo unspecified)	-2	0	-1	14	0	-3	0.1	-4	17
O=C(CNc1cccc(F)c1)Nc1cccc(S(=O)(=O)N2CCCCC2)c1	6	14*	0	16	-3	-1	-2.8	4	17
CCN1CCN(CCC(=O)Nc2cc(OC)cc(OC)c2)CC1	1	-1	0	1	2	-4	0.5	-9	16
CCN(CC)C(=S)Nc1c(C)n(C)n(-c2ccccc2)c1=O	15	-1	-1	-5	0	1	-0.6	-4	26
CCOc1ccc(C(C)=O)cc1Cn1nc(C(=O)O)c2ccccc2c1=O	-15	2	1	3	-6	17	0.7	-5	3
O=C(O)COc1ccc(C(NC(=O)c2c(F)cccc2F)NC(=O)c2c(F)cccc2F)cc1	9	-1	-3	-2	2	24	0.2	-8	21
CCCCNC(=S)NNC(=O)c1cc(C)on1	-11	0	-2	-31	-3	22	-1.2	-10	22
CCOc1ccc(C(=O)NCC(=O)OCC(=O)N2CCCC2)cc1	3	1	-2	-1	0	13	0.5	-3	9
CC(=O)N1CCc2cc(Br)cc(S(=O)(=O)N3CCCCC3)c21	15	-2	0	4	0	20	-0.3	25	-4
CSc1n[nH]c(-c2ccc(C(F)(F)F)cc2)n1	14	-1	-1	2	-1	3	5.0	-9	21
CCOC(=O)N1CCN(Cc2nc(-c3cccc(C)c3)no2)CC1	11	2	0	4	0	11	-0.4	11	12
COC(=O)CNC(=O)COC(=O)Cc1ccc(Cl)cc1	11	0	4	3	-1	5	0.5	0	22
OCCN(CCO)CC(O)COCCC12CC3CC(CC(C3)C1)C2 (stereo unspecified)	7	-2	-2	-8	-4	9	3.0	-8	-2
COC(=O)/C(C#N)=C1/SC=C(C)N1c1ccccc1	9	-1	-1	-6	1	2	-0.2	-13	13
O=C(Nc1ccccc1C(F)(F)F)C1CCN(C(=O)Cc2ccccc2)CC1	3	0	3	4	1	20	1.2	-5	3
CCOc1ccccc1OCCCC(=O)NCCc1ccc(S(N)(=O)=O)cc1	4	1	1	14	-4	-15	1.1	5	8

A second format for some results above:
COC(=O)CNC(=O)COC(=O)Cc1ccc(Cl)cc1
  tim23-1 inh: 11	NR3A LBD binder: 0	beta cell repl: 4	APJ antagonist: 3	APJ agonist: -1	tim10-1 inh: 5	MPTP inh: 0.5	TIM10 inh: 0	NALP3 yeast inh: 22
OCCN(CCO)CC(O)COCCC12CC3CC(CC(C3)C1)C2 (stereo unspecified)
  tim23-1 inh: 7	NR3A LBD binder: -2	beta cell repl: -2	APJ antagonist: -8	APJ agonist: -4	tim10-1 inh: 9	MPTP inh: 3.0	TIM10 inh: -8	NALP3 yeast inh: -2

(further entries)
SMILES	tim23-1 inh	NR3A LBD binder	beta cell repl	APJ antagonist	APJ agonist	tim10-1 inh	MPTP inh	TIM10 inh	NALP3 yeast inh
NNc1nc2c(-c3ccc(Cl)cc3)nnn2c2ccccc12	21	0	-5	-48	3	22	6.9	69*	-2
CC(C)COC(=O)Cn1cnc2ccc(Br)cc2c1=O	30	-1	1	5	-1	10	-3.5	33	28
CC(=O)N1CCN(c2ccc(NCc3ccco3)cc2)CC1	-7	-4	-4	2	1	-13	0.8	-6	14
COc1ccc(C2CC(=O)C3=C(C2)Nc2ccccc2N(C(C)=O)C3c2ccco2)cc1 (stereo unspecified)	5	0	1	20	-3	20	-1.9	3	11
O=C(COC(=O)c1cccc(Br)c1)NCCc1ccc(F)cc1	-5	6	-4	-8	0	25	0.4	-4	11
CCOC(=O)CSc1cc(CS(=O)(=O)c2ccccc2)nc(-c2ccccc2)n1	19	-1	-1	-22	3	9	1.7	12	4
COc1ccc(NC(=O)CSc2nc3ccccc3c(=O)n2CCCN2CCCCC2)c(OC)c1	-2	2	-4	8	0	7	-1.2	-6	19
O=C(/C=C/c1ccc(S(=O)(=O)N2CCOCC2)cc1)N1CCN(c2ccccc2)CC1	2	2	1	6	-1	23	-1.4	22	18
O=C(O)[C@H](Cc1ccccc1)NC(=O)C(c1ccccc1)(c1ccccc1)c1ccccc1	24	1	-4	13	-2	14	1.6	16	0
Cc1ccc(/C=C2/SC(=S)N(CC(=O)Nc3ncc(Cc4ccc(C)cc4)s3)C2=O)cc1	-7	3	-2	-4	1	-5	-1.5	-10	18
COc1ccc(CNC(=O)CN(C(=O)CCC(=O)Nc2ccccn2)c2cc(C)ccc2C)cc1	15	1	-2	-12	3	-2	0.3	3	8
Cc1ccccc1CS(=O)(=O)Cc1ccc(C(=O)N2CCOCC2)o1	9	0	0	-8	1	8	-0.5	-6	17
CN(C(=O)OC(C)(C)C)c1ccc(-c2nc3ccccc3s2)cc1	3	4	-8	10	-5	19	2.0	4	18
CCCC(=O)Nc1ccc2c(c1)C(=O)N(CCC(=O)O)C2=O	23	0	-1	2	-3	2	0.1	-8	-1
N=C1/C(=C/c2ccc(OCc3ccccc3)cc2)C(=O)N=C2SC(CC(=O)N3CCOCC3)=NN12	21	-9	-6	25	3	9	2.2	11	29
CSc1ccccc1OCc1cc(C(=O)NCCn2ccnc2C)no1	10	0	3	1	-1	-3	1.2	-4	11
O=C1NC(=Nc2ccc(Cl)cc2)SC1Cc1cccc(Cl)c1Cl (stereo unspecified)	22	-1	-6	5	-4	23	42	15	1
CC1CCCCC1NC(=O)c1cn(C)c2ccc(S(=O)(=O)N3CCCC3)cc2c1=O (stereo unspecified)	-10	2	1	-8	-4	15	0.0	-8	4
CC(=O)C1=C(c2ccccc2)N(C(C)=O)n2c(C)nnc2S1	15	0	-6	105*	-18	27	-0.5	9	-5
OC(CNC1Cc2ccccc2C1)COc1ccc(Cl)cc1 (stereo unspecified)	13	2	-4	-16	4	-4	1.4	15	50
COc1ccc(S(=O)(=O)NCCN2CCOCC2)c2ccccc12	24	0	-1	-6	6	14	1.3	22	3
CC(=O)N1CCc2cc(C(=O)CN3CCN(c4cccc(Cl)c4)CC3)ccc21	16	-14	0	3	-4	7	1.1	6	8
C/C(=N\Nc1cc(C)nc(-c2ccccc2)n1)c1cccc([N+](=O)[O-])c1	-6	17*	-3	-1	-4	14	1.2	21	14
CN(C)Cc1c(C(=O)N/N=C/c2ccc(OCc3ccc(F)cc3)cc2)nnn1-c1nonc1N	4	7	-1	0	1	-9	4.5	-8	-3
COc1ccc(S(=O)(=O)N2CCCCCC2)cc1	26	-1	-1	-1	-2	33	-1.5	25	-11
COc1ccc(-c2cc(C(=O)c3c(N)n(C)c(=O)n(C)c3=O)c3ccccc3n2)cc1	15	0	-6	6	-3	3	2.4	4	25
O=C(COC(=O)c1ccccc1OCc1ccccc1Cl)NC1CC1	-6	1	-1	-1	0	11	-1.0	-11	13
CCCCC(=O)NC(c1ccc(N(CC)CC)cc1)c1ccc2cccnc2c1O (stereo unspecified)	44	-1	-3	7	-7	-5	2.6	-71	14
COc1ccc(OCc2n[nH]c(=S)n2Cc2ccco2)cc1	5	0	0	-1	-3	35	-6.1	-3	18
Cc1nc(SCC(=O)c2ccccc2)[nH]c(=O)c1Oc1ccc(Cl)cc1	4	-17	-2	-13	0	-1	16	-10	3
